Screening data deposited in PubChem by several laboratories.
PTPN22 act: increases human PTPN22 phosphatase activity | Q9Y2R2 | recombinant LYP, DiFMUP fluorescence; 0 = plate median, 100 = signal doubled | activation, % at 2 µM | 96,000 tested, 0.11% active;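 active means activation at 2 µM above a set limit, the mean plus 5 SD, cut at about 37% in these data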
Target sequence (Q9Y2R2 whole entry, looked up): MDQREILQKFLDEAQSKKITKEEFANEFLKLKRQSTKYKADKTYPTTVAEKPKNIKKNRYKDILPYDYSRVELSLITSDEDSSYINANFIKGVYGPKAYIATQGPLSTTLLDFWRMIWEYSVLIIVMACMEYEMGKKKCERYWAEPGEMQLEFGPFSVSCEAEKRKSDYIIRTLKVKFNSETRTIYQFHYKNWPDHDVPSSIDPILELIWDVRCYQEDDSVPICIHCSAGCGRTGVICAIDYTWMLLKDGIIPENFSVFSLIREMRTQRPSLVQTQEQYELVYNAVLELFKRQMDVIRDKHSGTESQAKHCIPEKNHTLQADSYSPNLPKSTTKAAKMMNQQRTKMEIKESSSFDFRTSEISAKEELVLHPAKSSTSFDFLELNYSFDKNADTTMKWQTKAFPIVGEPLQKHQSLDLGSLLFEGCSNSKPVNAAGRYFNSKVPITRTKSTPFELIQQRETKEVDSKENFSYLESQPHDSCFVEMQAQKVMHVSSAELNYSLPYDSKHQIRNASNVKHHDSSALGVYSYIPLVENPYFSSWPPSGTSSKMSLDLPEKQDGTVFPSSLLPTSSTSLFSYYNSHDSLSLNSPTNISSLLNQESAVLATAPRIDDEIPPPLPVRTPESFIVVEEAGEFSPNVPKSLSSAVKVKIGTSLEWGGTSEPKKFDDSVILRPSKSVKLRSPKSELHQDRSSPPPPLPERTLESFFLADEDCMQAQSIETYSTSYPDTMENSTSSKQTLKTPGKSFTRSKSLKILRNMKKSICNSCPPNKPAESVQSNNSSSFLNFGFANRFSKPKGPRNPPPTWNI
Lung fibro prol: blocks proliferation of human lung fibroblasts. AID 719. viability, % at 10 µM. 85,000 tested, 1.1% active. LL 47 human lung fibroblast viability, ATP luminescence; hits give low values;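 active means viability at or below 50% in the single dose screen; inactive means viability above 50%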;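 further: compound exposure lasted 72 h before the ATP readout; 100% = median luminescence of untreated cell-only wells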
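Material: human LL 47 lung fibroblast cells; quantity: 1,150 cells/well; medium: IMEM plus 15% FBS; doses: 0.1% DMSO in all compound wells; timing: overnight attachment after seeding, then 72 h compound exposure at 37 °C; detection: CellTiter-Glo luminescence; measure: % viability of median cell-only signal; controls: cell-only wells, no compound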
sEH activator: activators of human soluble epoxide hydrolase; 91,000 tested, 0.04% active; activation, % at 2 µM; purified human sEH enzymatic activity, activator screen; AID 717; in the data active means activation above about 37%; further: values of inactives mirror those of a sister screen read the other way
sEH inhibitor: soluble epoxide hydrolase (human) inhibition | AID 707 | 91,000 tested, 0.34% active | inhibition, % at 2 µM | recombinant human sEH enzymatic activity assay; in the data active means inhibition above about 80%; further: values of inactives mirror those of a sister screen read the other way; many of its hits are not listed in these tables
S1P2 ag: S1P2 (human) receptor agonism | O95136 | activation, % at 4.5 µM | S1P2-expressing cell line, agonist reporter read-out | 97,000 tested, 0.46% active; in the data active means activation above about 16%;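 further: 0% = vehicle low control and 100% = maximal reference agonist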
S1P2 antag: S1P2 (human) receptor antagonism; O95136; inhibition, % at 5 µM; 97,000 tested, 0.21% active; cell-based S1P2 antagonist assay, inhibition at 5 uM; in the data active means inhibition above about 45%;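 further: CRE beta-lactamase reporter cells expressing human S1P2 stimulated with S1P; 0% = agonist at EC80 alone and 100% = agonist plus reference antagonist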
H69AR growth 86K: growth inhibitors of human H69AR lung tumor cells; H69AR lung tumor viability, ATP luminescence, 72 h; hits give low values; viability, % at 10 µM; 85,000 tested, 6% active;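 active means viability at or below 40%; inactive means viability above 40%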;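 further: multidrug resistant small cell line overexpressing MRP-1 efflux transporter; 100% = mean luminescence of untreated control wells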
HUVEC prolif 384: human endothelial cell proliferation inhibition | HUVEC proliferation, CellTiter-Glo luminescence, 72 h; hits give low values | viability, % at 10 µM (by protocol) | 86,000 tested, 1.1% active;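 active means viability at or below 30%; inactive means viability above 30%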;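 further: 100% = median luminescence of DMSO-only cell control wells on each plate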
PostGolgi ctrl: yeast control strain growth, post-Golgi counter-screen; AID 738; inhibition, % at 10 µM; 98,000 tested, 5% active; efflux-deficient yeast background strain, growth absorbance A615, 16 h; in the data active means inhibition above about 30%
The depositor's hits bear a star; . = no result given; & = joins results of further samples. This is a subset; the hit share may differ from the screen's.

item	mol	HUVEC prolif 384	sEH inhibitor	H69AR growth 86K	S1P2 ag	sEH activator	Lung fibro prol	S1P2 antag	PostGolgi ctrl	PTPN22 act
1	O=C(Nc1ccc(N2CCOCC2)cc1)C1CC1	99	-11	98	-4	12	103	0	15	-2
2	CCOC(=O)c1cc(C#N)c(Oc2ccc(F)cc2)nc1-c1ccccc1	.	0	.	-10	0	.	3	37*	-2
3	O=C1C2CCCN2C(c2ccc(Br)cc2)N1c1ccc(F)cc1 (configuration not stated)	93	2	87	-7	-4	97	2	8	1
4	Cc1ccc(P(C)(=O)c2ccc(C)cc2)cc1	103	4	95	7	-2	96	7	0	7
5	Cn1cnnc1Sc1nc2c(c(=O)n(C)c(=O)n2C)n1C	96	-11	89	-4	13	93	-28	.	4
6	Cc1n[nH]c(C)c1S(=O)(=O)N1CCc2ccccc21	92	9	80	-3	-6	93	-5	3	1
7	CCCc1cc(Nc2ccccc2OCC)n2ncnc2n1	93	-22	90	-6	24	96	24	4	2
8	Cc1oc(-c2nc3ccccc3n2C)cc1C(=O)c1ccccc1	84	4	78	-2	-3	95	-10	34*	14
9	CCOC(=O)c1ccccc1NC(=O)CN(c1ccccc1OCC)S(C)(=O)=O	.	.	.	-7	.	.	15	0	-4
10	CCCCCC(C(=O)O)C(C)CC(=O)NC1CCCCC1 (configuration not stated)	98	6	96	-1	-8	96	15	-1	2
11	CSc1nnc(-c2ccncc2)n1CCCN1CCCC1=O	97	3	89	-3	-3	97	1	.	8
12	Cc1ccc(-c2nnc(SCC(=O)Nc3ccccc3N3CCOCC3)o2)cc1	106	19	95	-1	-17	96	-19	-9	9
13	CC1=C(C(=O)Nc2ccccc2Cl)C(c2ccc(N(C)C)cc2)NC(=O)N1 (configuration not stated)	.	7	.	-5	-5	.	5	7	6
14	O=C(CSc1nnc(-c2cccs2)o1)N1CCCCC1	95	-6	104	-3	7	94	17	6	-4
15	O=C1CC(c2ccc(F)cc2)Sc2ccccc2N1 (configuration not stated)	87	2	93	-1	-1	97	7	12	1
16	c1ccc(COc2ccc(Nc3ncnc4nc[nH]c34)cc2)cc1	81	7	76	-7	-8	99	9	70*	1
17	COn1c(SCc2cccnc2)nc2ccccc2c1=O	100	-2	89	-4	2	99	-12	7	4
18	Cc1sc2nc(C(C)Nc3ccccc3N3CCOCC3)[nH]c(=O)c2c1C (configuration not stated)	86	-17	49	-1	16	93	-23	11	0
19	COc1cccc(C2=NOC(C(=O)Nc3ccc(OC)c(OC)c3)C2)c1 (configuration not stated)	84	-26	101	-1	25	93	7	4	-3
20	O=S(=O)(c1cccc2cccnc12)N1CCc2ccccc21	92	-2	97	-3	0	.	12	22	6
21	O=C(NCCOC(=O)c1ccc(C(=O)OCCNC(=O)c2ccccc2)o1)c1ccccc1	87	-5	100	-7	4	97	1	-4	-2
22	CCN1CCN(C(c2cc(OC)ccc2OC)c2nnnn2Cc2ccccc2)CC1 (configuration not stated)	84	9	97	1	-8	94	-9	2	-2
23	COc1ccccc1NC(=O)C1CCCN(c2cc(C)nc3ncnn23)C1 (configuration not stated)	102	1	85	-1	0	105	-5	.	-3
24	CC(C)NC(=O)c1onc(CSc2ccc(F)cc2)c1C(=O)O	.	-6	.	-6	12	.	8	-6	-12
25	CC(CCc1ccccc1)NC(=O)C1CCN(c2nnc(-n3cccc3)s2)CC1 (configuration not stated)	74	.	86	.	.	106	.	1	.
26	Cn1c(SCC(=O)Nc2ccccc2F)nnc1-c1cc2ccccc2o1	93	-2	106	-2	5	97	-5	10	1
27	CN(C)c1cc(=O)n2c(n1)SCCC2	82	10	77	-3	-8	99	-25	0	12
28	COc1cc(C)nc(N2CCC(C(=O)NC3CCCCC3)CC2)n1	99	65	89	-1	-64	99	-23	12	-3
29	O=C(Nc1cnc2ccccc2c1)N1CCOCC1	97	17	100	-6	-18	106	-2	-8	0
30	COC(=O)c1ccc(=O)n(Cc2ccc3c(c2)OCO3)c1	98	-13	99	-4	13	105	-7	11	20
31	CCOC(=O)CSc1nn(C)c(=S)s1	110	-5	94	-1	5	97	11	0	-1
32	COc1ccccc1NS(=O)(=O)c1cc(Cl)ccc1OC	86	.	103	.	.	88	.	10	.
33	CCOC(=O)N1CCN(C(=O)C2CCN(S(=O)(=O)c3ccc(Br)s3)CC2)CC1	105	5	92	-3	-4	115	-17	1	-3
34	Cc1c(Cl)cccc1NC(=O)c1cc(C2CC2)on1	99	-7	95	-1	9	91	24	4	-10
35	COCCn1c(SCC(=O)NCc2ccco2)nnc1-c1c[nH]c2ccccc12	102	-11	91	-1	10	107	2	-2	-9
36	Cc1ccc(NCCC(=O)c2cccs2)cc1Cl	.	3	.	-2	-5	.	-19	-1	-16
37	Cc1ccccc1-c1nc(CS(=O)(=O)CC(=O)Nc2cc(F)ccc2F)c(C)o1	89	.	99	.	.	90	.	92*	.
38	CCCCN(CCCC)c1nc(OC)nc(-n2nnc(C(C)=O)c2C)n1	80	6	37*	2	-7	99	-14	12	-2
39	CC(=O)c1ccc(N=Cc2c(O)n(-c3cc(Cl)ccc3N3CCOCC3)c(=O)c3ccccc23)cc1	92	-1	86	-3	-1	99	-6	9	-3
40	Cn1c(NCc2cccs2)nc2ccccc21	82	-5	93	-6	4	94	9	-3	-1
41	COc1ccc(/C(O)=C2/C(=O)C(=O)N(Cc3cccnc3)C2c2ccncc2)cc1F (configuration not stated)	96	-16	96	-7	14	96	13	-6	-7
42	CNC(=O)c1cc2c(ccc3ccccc32)oc1=N	.	-27	.	-3	25	.	12	6	-6
43	Cc1ccc(S(=O)(=O)NC2CCCC(C(=O)O)C2)cc1 (configuration not stated)	99	.	98	-5	.	100	22	16	-2
44	CC1CCCN(c2ccc(/C=C(\C#N)c3nn(-c4ccccc4)c(N)c3C#N)cc2[N+](=O)[O-])C1 (configuration not stated)	.	4	.	-6	-1	.	-43	0	6
45	O=C(CSc1nc(NS(=O)(=O)c2ccccc2)cc(=O)[nH]1)Nc1ccc(F)cc1	95	-3	92	-5	4	100	3	11	-7
46	Cc1nn(S(=O)(=O)N2CCCCC2)c(C)c1Br	90	-13	101	-9	13	95	-8	11	-10
47	CC#CCCC(=O)N1C=Cc2ccccc2C1C#N (configuration not stated)	.	0	.	-4	0	.	7	3	1
48	O=C(C1=C(O)C(=O)N(Cc2ccco2)C1c1cccnc1)c1cc2ccccc2o1 (configuration not stated)	90	2	92	-1	-3	101	3	-1	-11
49	O=c1[nH]cnc2sc3c(c12)CCCC3	81	-5	88	-3	7	109	-1	12	-4
50	CC(C)(C)c1nnc2sc(SCC(=O)c3ccc(Cl)cc3)nn2c1=O	70	0	73	-8	4	97	0	6	2

Additional results
item	mol	HUVEC prolif 384	sEH inhibitor	H69AR growth 86K	S1P2 ag	sEH activator	Lung fibro prol	S1P2 antag	PostGolgi ctrl	PTPN22 act
51	N#Cc1c(NCCN)nc(NCc2ccccc2)c2c1CCN(Cc1ccccc1)C2	18*	.	47	-2	.	83	25	.	-4
52	CN(CC(=O)Nc1ccc2c(c1)OCCO2)S(=O)(=O)c1ccc(Br)s1	95	3	84	-3	-2	94	-7	-10	-5
53	COc1cccc(C2CC(c3ccccc3)Nc3ncnn32)c1 (configuration not stated)	99	-4	98	-6	7	99	2	4	-2
54	CC(C)c1nc(SCC(=O)Nc2nc3c(s2)CCCC3)c2ccccc2n1	.	6	.	-4	-3	.	-22	39*	-1
55	COc1ccc(CN2C(=O)CN=C2Nc2cccc(C)c2C)cc1	97	0	92	-3	0	98	6	5	-5
56	CCOC(=O)c1sc(NC(=O)CSc2n[nH]c(-c3ccccc3)n2)c(C#N)c1C	57	.	76	.	.	94	.	41*	.
57	O=C1CCCC2=C1C(c1ccccc1)n1c(s/c(=C/c3cccc(F)c3)c1=O)=N2 (configuration not stated)	.	1	.	-2	-2	.	1	0	-4
58	O=C(CS(=O)c1cccc(C(F)(F)F)c1)Nc1ccc(Cl)cc1Cl (configuration not stated)	.	-11	.	-16	11	.	12	5	2
59	CCOC(=O)CC(=O)CSc1nc(-c2cccnc2)ccc1C#N	90	6	72	-1	-5	107	7	4	-6
60	COc1ccc(C(=O)NC(Oc2ccccc2)C(Cl)(Cl)Cl)cc1 (configuration not stated)	.	-3	.	-2	0	.	4	1	4
61	CC(C)c1ccc(O)c(N)c1	118	.	80	.	.	99	.	-9	.
62	CC(=O)Nc1ccc(C(=O)CSc2nnc(Cn3nnc4ccccc43)n2C)cc1	88	0	105	-8	0	97	21	1	-5
63	Cc1c(N=Cc2c(O)n(Cc3ccco3)c(=O)c3ccccc23)c(=O)n(-c2ccccc2)n1C	73&78	-2	66&93	-4	5	105&103	-3	.	-3
64	Clc1ccc(-c2nn3c(-c4ccccc4)nnc3s2)cc1	98	.	75	.	.	104	.	12	.
65	CC(C)(C)OC(=O)N1CCCC(C(=O)CC#N)C1 (configuration not stated)	88	-12	82	-6	10	95	-9	1	-10
66	Cc1nnc(SCC(=O)Nc2ccccc2)[nH]c1=O	98	3	105	-2	-2	102	15	-2	3
67	COc1ccc(/C=N/Nc2nc3ccccc3o2)cc1O	.	3	.	-6	-3	.	8	2	-12
68	COc1ccccc1CNCC(O)(c1ccc(Cl)cc1)c1ccc(Cl)cc1	.	-3	.	-7	4	.	18	30	-16
69	Cc1ccc(CNC(=O)CN2C(=O)COc3ccc(C)cc32)cc1	96	8	89	-4	-8	100	13	10	0
70	O=C(CCC(=O)OCCCC(F)(F)C(F)(F)F)Nc1ccc(Cl)cc1Cl	98	9	88	-5	-7	108	-6	10	3
71	CCC(C)(C)n1nnnc1C(c1ccccn1)N1CCOCC1 (configuration not stated)	94	4	108	-6	-6	105	3	-2	6
72	COC(=O)COn1c(SCC(=O)OC)nc2ccccc2c1=O	96	.	94	.	.	100	.	-2	.
73	O=C(NC1CCCCC1)C1CCC(CNS(=O)(=O)c2cccc3nsnc23)CC1 (configuration not stated)	56	65	85	-5	-66	97	-4	-7	-4
74	COc1cc(CNCc2ccccn2)ccc1OCc1c(Cl)cccc1Cl	.	5	.	-10	-3	.	10	-8	7
75	Cc1nn(C)c(C)c1S(=O)(=O)Nc1ccc2c(c1)OCO2	69	8	93	-3	-6	108	-21	5	-13
76	COC(=O)Cc1cc(=O)oc2c(C)c(O)ccc12	.	-2	.	-6	3	.	-5	8	6
77	COc1ccc2c(c1)nc(SCC(=O)C(C)(C)C)n2C	.	0	.	-5	4	.	4	16	-4
78	Cc1cccc(NC(=O)CSc2nc3nc(C)cc(C)c3c(=O)[nH]2)c1	.	-25	.	-2	29	.	28	14	-5
79	CCn1c(NC(=O)c2cccc(Cn3cc(Cl)cn3)c2)nc2ccccc21	88	-6	61	-3	5	66	-8	21	4
80	Cn1c(C(=O)N2CCCC(C(=O)NCCCSC3CCCCC3)C2)cc2sccc21 (configuration not stated)	71	92*	29*	-3	-92	94	9	14	0
81	Cc1cc2c(=O)n(CC(=O)N3CCN(c4ccc(F)cc4)CC3)cnc2s1	82	-14	82	31*	11	95	16	-2	-4
82	COc1ccc(S(=O)(=O)Cc2ccc(C(=O)N3CCN(c4ccccn4)CC3)o2)cc1	97	.	91	-1	.	96	-5	13	.
83	CCOC(=O)C1C2C=CC3(CN(C4CCCC4)C(=O)C13)O2 (configuration not stated)	97	.	116	.	.	96	.	4	.

Retrieved by structure from the list above (three):
item	mol	HUVEC prolif 384	sEH inhibitor	H69AR growth 86K	S1P2 ag	sEH activator	Lung fibro prol	S1P2 antag	PostGolgi ctrl	PTPN22 act
81	Cc1cc2c(=O)n(CC(=O)N3CCN(c4ccc(F)cc4)CC3)cnc2s1	82	-14	82	31*	11	95	16	-2	-4
76	COC(=O)Cc1cc(=O)oc2c(C)c(O)ccc12	.	-2	.	-6	3	.	-5	8	6
82	COc1ccc(S(=O)(=O)Cc2ccc(C(=O)N3CCN(c4ccccn4)CC3)o2)cc1	97	.	91	-1	.	96	-5	13	.
